GLP1R ag = activates the human GLP-1 receptor | HEK293 GLP-1R CRE-luciferase, luminescence, 4-6 h; cells express a hypersensitive GLP-1R form | Potency, µM (highest dose often 45.6 µM), for inactives: at the highest dose activation, usual class: activators | 380,000 tested, 0.007% active | AID 624172; also: potency is read from the fitted curve at half-maximal effect; % of control where 0% means no effect
D3 antag = blocks the human D3 dopamine receptor. P35462. D3R cells, DiscoveRx beta-arrestin luminescence, antagonist mode; stronger effect = lower value. max response, negative = inhibition, %. 360,000 tested, 2.5% active. AID 652054; in the data active = max response below about -50%; inconclusive = no clear call, values can overlap the other calls; also: % is scaled to controls: 0 for no effect and ±100 for the full control effect; mostly tested at two doses, the higher about 12 µM
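Cells expressing the human receptor were seeded at 1500 cells/well, incubated overnight at 37 degrees C in 5% CO2, then exposed to library compounds with dopamine controls for 90 minutes at 37 degrees C before luminescent detection.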
GLP-1R inv ag = acts as inverse agonist at human GLP-1 receptor. P43220. HEK293 GLP-1R CRE-luciferase, luminescence, 24 h; GLP-1R form is constitutively active. Potency, µM (top dose mostly 38.3 µM), without a hit: at the top dose activity change, negative = inhibition, hits mostly inhibitors. 410,000 tested, 1.6% active. AID 624417; also: potency is read from the fitted curve at half-maximal effect; % is scaled to controls: 0 for no effect and ±100 for the full control effect; nearly all actives have a fitted effect of over 55% in size
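qHTS in 1536-well format: reporter HEK293 cells expressing constitutive GLP-1R activity in DMEM + 10% Nu serum, 24 hr with compounds at 37 deg C, luminescence read after 12 min with detection reagent.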
HEK293 tox = cytotoxic in the GLP-1 receptor inverse agonist counter-screen. 410,000 tested, 0.13% active. HEK293 cAMP-luciferase reporter cells, luminescence, 24 h. Potency, µM (series often up to 38.3 µM), without a hit: at the highest dose activity change, negative = inhibition, actives largely listed as inhibitors. AID 624418;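 also: loss of luciferase light is scored as toxicity; potency is read from the fitted curve at half-maximal effect; % is scaled to controls: 0 for no effect and ±100 for the full control effect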
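Compound-treated cells are incubated 24 hr at 37 deg C under 5% CO2 after a 12 hour attachment period, then luciferase detection reagent is added and luminescence is measured following 12 min at room temperature; lowered signal indicates toxicity.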
D3 ag = D3 dopamine receptor (human) agonism. 410,000 tested, 0.58% active. AID 652048. P35462. D3R DiscoveRx beta-arrestin cells, luminescence, 90 min. max activation, %; in the data active = max activation above about 30%; also: 0% is about no effect; mostly tested at two doses, the higher about 12 µM
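Agonist mode: compounds and dopamine controls were applied to plated cells for 90 min at 37 degrees C after an overnight attachment at 1500 cells/well. Luminescent read-out followed 30 - 60 minutes at room temperature with DiscoveRx detection reagent.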
PI5P4K alpha inh = inhibitors of human PI5P4K alpha; P48426; PI5P4Kalpha enzyme, ADP-Glo luminescence, 60 min; stronger effect = lower value; max response, %; 330,000 tested, 1.2% active; AID 652105; active = max response of -50% or lower; inconclusive = between -30% and -50%; inactive = -30% or higher; also: value at the top dose of about 77 µM; % is scaled to controls: 0 for no effect and ±100 for the full control effect
Target sequence (P48426 whole entry, looked up): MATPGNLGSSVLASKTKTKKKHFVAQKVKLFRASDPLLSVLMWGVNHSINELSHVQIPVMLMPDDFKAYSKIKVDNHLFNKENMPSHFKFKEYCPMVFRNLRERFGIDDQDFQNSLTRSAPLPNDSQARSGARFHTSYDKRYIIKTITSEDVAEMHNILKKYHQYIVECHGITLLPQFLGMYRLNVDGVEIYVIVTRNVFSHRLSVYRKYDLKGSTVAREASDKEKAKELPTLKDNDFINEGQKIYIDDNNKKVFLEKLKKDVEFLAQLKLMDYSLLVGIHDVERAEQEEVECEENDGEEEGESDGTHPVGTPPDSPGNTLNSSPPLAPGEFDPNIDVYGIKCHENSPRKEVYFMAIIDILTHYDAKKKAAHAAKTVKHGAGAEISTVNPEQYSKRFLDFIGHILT
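Enzyme plus substrate dispensed, test compounds pinned in, then ATP (5 microM final) added. After 60 min at RT, ADP-Glo reagent 1 for 45 min and reagent 2 for 30 min preceded luminescence imaging.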
PLK1 PBD inh = blocks phosphopeptide binding to human PLK1 polo-box domain; P53350; Plk1 PBD binding of FITC phosphopeptide, fluorescence polarization; Potency, µM, for inactives: max response, negative = inhibition, actives largely listed as inhibitors; 360,000 tested, 2.8% active; also: potency is read from the fitted curve at half-maximal effect; series mostly up to about 57 µM; % is scaled to controls: 0 for no effect and ±100 for the full control effect; nearly all actives have a fitted effect of over 65% in size
Target sequence (P53350 whole entry, looked up, the tested form may be a part): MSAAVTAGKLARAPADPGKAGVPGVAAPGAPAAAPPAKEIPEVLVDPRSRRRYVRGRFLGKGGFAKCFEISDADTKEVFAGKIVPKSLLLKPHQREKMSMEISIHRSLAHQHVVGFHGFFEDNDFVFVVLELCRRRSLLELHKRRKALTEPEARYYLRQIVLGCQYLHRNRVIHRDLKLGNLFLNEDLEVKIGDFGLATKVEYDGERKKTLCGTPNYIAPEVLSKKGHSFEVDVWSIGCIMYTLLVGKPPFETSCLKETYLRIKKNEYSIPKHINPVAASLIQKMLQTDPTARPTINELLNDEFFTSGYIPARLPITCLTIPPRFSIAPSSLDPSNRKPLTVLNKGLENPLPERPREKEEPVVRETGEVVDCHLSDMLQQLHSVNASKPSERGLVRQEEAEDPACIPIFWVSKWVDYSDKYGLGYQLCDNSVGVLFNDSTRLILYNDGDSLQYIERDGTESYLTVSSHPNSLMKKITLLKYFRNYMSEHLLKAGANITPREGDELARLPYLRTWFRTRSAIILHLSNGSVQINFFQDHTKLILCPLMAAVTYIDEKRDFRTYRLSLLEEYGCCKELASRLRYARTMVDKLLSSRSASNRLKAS
WRN helicase inh = inhibitors of human WRN helicase | Q14191 | WRN helicase unwinding, fluorescent forked duplex, kinetic | Potency, µM (titrated, usually from 114 µM), for the others: top-dose activity change, negative = inhibition, hits mostly inhibitors | 360,000 tested, 0.46% active | AID 651768; also: potency is read from the fitted curve at half-maximal effect; % is scaled to controls: 0 for no effect and ±100 for the full control effect; nearly all actives have a fitted effect of over 55% in size
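Kinetic fluorescence helicase assay: unwinding of a quenched forked DNA duplex (100 nM final) with 2 mM ATP final raises red fluorescence (525/598 nm). Compounds sat 15 min at room temperature with 20 nM WRN beforehand.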
IL-2 act = activators of IL-2; 360,000 tested, 0.065% active; IL-2 activation reporter assay, cell-based qHTS; stimulated with anti-CD3/CD4/CD28 beads; in transgenic mouse T cells; AID 652025; activation, % (series mostly up to about 46 µM); in the data active = activation above about 50%; inconclusive = mostly about 30% to 49%; also: 0% is about no effect
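Readout is EGFP and DsRed signal by fluorescent plate cytometry after 18 h at 37 degrees C. Transgenic mouse T cells (750/well) received compound for 60 min before bead stimulation (anti-CD3, anti-CD4, anti-CD28); memory T cells served as non-tolerant control.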
The depositor's hits bear a star; ? = inconclusive; nt = not tested or not shown; & = joins results of further samples; [ ] = remark or other dose. Unless noted, calls follow the shape of the dose curve; as a rule, active = well fitted curve in the direction sought with a large enough effect; inconclusive = small, poorly fitted or top-dose-only effect, or another doubt; inactive = no such curve, though single readings can be large; an effect the other way counts as inactive or inconclusive.

SMILES	GLP1R ag	D3 antag	GLP-1R inv ag	HEK293 tox	D3 ag	PI5P4K alpha inh	PLK1 PBD inh	WRN helicase inh	IL-2 act
O=C(COc1ccccc1Br)Nc1ccccc1C(F)(F)F	24%	7	-26%	5%	-1	14	-9%	-6%	-2.8
O=C(CCS(=O)(=O)c1cccs1)N1CCCC1	-7%	7	0%	-12%	10	-1	-1%	-6%	1.0
O=c1c2c(-c3ccccc3)ccnc2[nH]n1-c1ccccc1	0%	-7	15%&34%	-1%&-17%	-4&-17	-7	6%	-7%	1.1
O=C(Nc1cccnc1)c1cc(-c2ccc(Br)cc2)on1	4%	-12	-12%	-13%	-2	2	-8%	-3%	-1.7
COc1cc2[nH]c(=S)nc(NCc3ccc(C)cc3)c2cc1OC	-5%	25	9%	-6%	-2	4	-15%	-8%	-0.3
N#Cc1ccc(OCC(=O)NNC(=S)NC(=O)C2CC2)cc1	-6%	?	-1%	-16%	-2	-8	-1%	1%	1.4
CN(C)S(=O)(=O)c1cccc(C(=O)Nc2ccc(S(=O)(=O)N3CCCC3)cc2)c1	-3%	4	14%	10%	2	-2	3%	-5%	0.2
Cc1cccc([N+](=O)[O-])c1C(=O)O	3%	19	7%	2%	6	-2	-4%	-3%	-0.1
Cc1ccc(NC(=O)CC2S/C(=N/N=C/C=C/c3ccccc3)NC2=O)cc1Cl (centres undefined)	-6%	-15	5%	4%	1	3	-9%	-4%	-0.4
O=C(COC(=O)c1ccc([N+](=O)[O-])o1)Nc1ccc2c(c1)OC(F)(F)O2	-4%	21	-7%	4%	3	0	-6%	10%	0.4
COc1ccc(Cc2c(-c3ccc(Cl)cc3)nc3c(C)cc(Br)cn23)c(C)c1	-7%	11	?	-17%	6	-1	-4%	-4%	0.4
CCc1ccc(S(=O)(=O)N(C(C)=O)c2ccc3oc4c(c3c2)CCCC4)cc1	-6%	nt	-1%	4%	-1	nt	nt	nt	nt
O=C(CSc1nnc(NCc2ccccc2)s1)c1ccco1	0%	?	3%	57%[activator]	5	-15	-12%	-6%	-0.4
Cc1cc(NS(=O)(=O)c2ccc(NC(=O)c3oc4ccccc4c3C)cc2)no1	4%	?	0%	-17%	0	nt	-13%	-3%	-1.8
COC(=O)[C@@H]1C[C@@]2(O)[C@@H](O)[C@@H](O)[C@@H](O)C[C@H]2N1Cc1ccc(C(F)(F)F)cc1	-2%	34	3%	-1%	7	2	3%	-3%	1.3
CCC12CN3CC(CC)(CN(C1)C31C(=O)N(C)c3ccc(C)cc31)C2=O (centres undefined)	-12%	-8	2%	2%	-5	1	-14%	-30%	0.1
COCC1CCCCN1C(=O)c1ccc(OC2CCN(Cc3ccccn3)CC2)cc1 (centres undefined)	?	16	-25%	-6%	1	-9	-2%	10%	-1.0
O=C(NCC1CCCO1)C1CC(=O)N(c2cccc(Cl)c2)C1 (centres undefined)	1%	-8	13%	-21%	2	-5	-9%	3%	-1.5
O=C(Nc1nnc(C2=COCCO2)o1)c1ccc(S(=O)(=O)N2CCCCC2)cc1	-2%	-11	10%	-13%	7	3	-8%	-4%	-3.2
Cc1ccn2c(=O)nc(SCC(=O)N3CCCc4ccccc43)nc2c1	8%	-25	24%	-11%	-20	?	-10%	-19%	-0.2

Single entries from the list:
For HEK293 tox, Cc1cc(NS(=O)(=O)c2ccc(NC(=O)c3oc4ccccc4c3C)cc2)no1 reads -17%
For PI5P4K alpha inh, O=C(Nc1cccnc1)c1cc(-c2ccc(Br)cc2)on1 reads 2

(continued)
SMILES	GLP1R ag	D3 antag	GLP-1R inv ag	HEK293 tox	D3 ag	PI5P4K alpha inh	PLK1 PBD inh	WRN helicase inh	IL-2 act
CC(C)(C)OC(=O)NN1CC(=O)N2[C@@H](Cc3c([nH]c4ccccc34)C2(C)C)C1=O	0%	19	?	4%	-8	1	0%	-5%	-0.1
CCN(CC)S(=O)(=O)c1ccc(C(=O)Nc2ccc(C(F)(F)F)n(C)c2=O)cc1	-1%	5	9%	0%	-5	-7	-7%	2%	0.6
Cc1ccc(C(=O)N/C(=C/c2ccc(N(C)C)cc2)C(=O)NCC2CCCO2)cc1 (centres undefined)	9%	9	18%	-9%	35*	-8	-7%	-1%	1.2
CCOC(=O)/C(C)=C1\NC(C)(C)Cc2ccccc21	-3%	-1	7%	25%	1	-66*	73%[activator]	-3%	-0.2
COc1cccc(C(c2sc3ncnn3c2O)N2CC(C)OC(C)C2)c1 (centres undefined)	3%	-19	14%	0%	0	0	-6%	3%	-2.6
COc1ccccc1C1=NNC(=NCc2ccccc2)SC1	0%	-24	-3%	-6%	-4	-16	-10%	4%	1.6
CCN1CCN(Cc2oc(CO)cc(=O)c2O)CC1	-18%	9	3%	10%	-6	3	-6%	1%	-1.8
CN(C)c1ccc(C(=O)N2CCN(C(=O)C3CCCO3)CC2)cc1 (centres undefined)	-4%	-12	1%	-4%	-7	1	3%	6%	-0.1
COc1ccc(-c2csc(CCN3N=C(C)CC3=O)n2)cc1	11%	-3	11%	-8%	1	6	-22%	-18%	0.6
Cc1ccc(NC(=O)CCC(=O)NNC(=O)c2cccs2)cc1C	-9%	11	-2%	-6%	16	nt	-2%	0%	0.8
CC#CCN(CC#CC)S(=O)(=O)c1ccc(S(=O)(=O)N2CCOCC2)cc1	5%	-20	-1%	2%	-13	nt	0%	-18%	1.5
Cc1nn(-c2ccccc2)c(NC(=O)c2ccccc2)c1Br	1%	1	?	-15%	-3	-1	2%	-4%	-0.3
O=C(Nc1ccc2c(c1)OCCO2)C1CCN(C(=O)c2ccc(Br)cc2)CC1	-5%	7	0%	-24%	6	nt	-2%	-10%	-0.6
COc1ccc2oc(-c3cccc(NC(=O)CSc4ccc(Cl)cc4)c3)nc2c1	0%	-3	3%	-29%	-11	8	0%	-6%	-3.7
CCN(Cc1ccccc1)S(=O)(=O)c1ccc2oc(C(=O)O)c(C)c2c1	-5%	16	23%	8%	0	nt	-3%	-5%	-0.7
Cc1ccc(CN2C(=O)CSCC2(C)C(=O)Nc2c(C)cccc2C)cc1 (centres undefined)	nt	4	-22%	0%	-3	-1	-1%	2%	0.1
C=C[C@H]1C(C(=O)OCC)=CC[C@@H](c2ccccc2)N1S(=O)(=O)c1ccc(C)cc1	2%	-2	?	5%	-8	7	-2%	-11%	-0.8
CC(C)C[C@H](NC(=O)C1CC(=O)N(c2ccc3c(c2)OCCO3)C1)C(=O)NC1CCCC1 (some centres undefined)	9%	13	15%	-26%	3	5	1%	2%	1.7
Cc1cccc(NS(=O)(=O)c2cccc(C(=O)NCC(c3ccc(F)cc3)N3CCOCC3)c2)c1 (centres undefined)	13%	-9	?	-3%	-11	-6	-8%	0%	-4.9
Cn1c(C(=O)OCC(=O)NCc2ccc(F)cc2)cc2occc21	-12%	10	?	-28%	-12	10	3%	5%	2.3
COc1ccc(NS(=O)(=O)c2ccc(C)c(C(=O)NCc3cccnc3)c2)cc1	0%	20	-21%	-2%	0	-7	-3%	-5%	-0.5
CNC(=S)N/N=C1\CC(c2ccccc2)Oc2ccccc21 (centres undefined)	14%	-4	?	?	0	0	-7%	0%	-4.8
CCN(C(=O)COC(=O)CCOc1cc(C)ccc1C)c1c(N)n(Cc2ccccc2)c(=O)[nH]c1=O	8%	4	0%	-10%	0	0	2%	0%	-0.5
CCN(CC)CCN1C(=O)C(=O)/C(=C(/O)c2c(C)[nH]c(C(=O)OC)c2C)C1c1cccnc1 (centres undefined)	-8%	-6	33%[activator]	1%	-12	-1	-13%	7%	0.3
CCCCNC(=O)C(=O)NCC1CCCN1S(=O)(=O)c1cccs1 (centres undefined)	-1%	-18	16%	15%	-4	2	-7%	-2%	1.2
COc1cc(-c2nnc(SCC(=O)Nc3ccc(C(=O)O)cc3)o2)cc(OC)c1OC	1%	-3	20%	1%	5	-4	-2%	3%	-0.4
O=C(Nc1ccc(Cl)c(Cl)c1)Nc1nnc(CC2=CCCCC2)s1	6%	35	-7%	-23%	1	7	-7%	2%	-0.7
Nc1ccn(CC(=O)NCc2ccccn2)c(=O)n1	-2%	-2	2%	0%	1	4	8%	-3%	0.3
Cc1cc(/C(O)=C2\C(=O)C(=O)N(CCN(C)C)C2c2ccncc2)ccc1OCc1ccccc1 (centres undefined)	0%	-12	21%	9%	-7	-10	-6%	-4%	-3.2

Exported with values under each structure: part of the list above
Below each SMILES – GLP1R ag | D3 antag | GLP-1R inv ag | HEK293 tox | D3 ag | PI5P4K alpha inh | PLK1 PBD inh | WRN helicase inh | IL-2 act
CC(C)(C)OC(=O)NN1CC(=O)N2[C@@H](Cc3c([nH]c4ccccc34)C2(C)C)C1=O
 : 0% | 19 | ? | 4% | -8 | 1 | 0% | -5% | -0.1
CCN(CC)S(=O)(=O)c1ccc(C(=O)Nc2ccc(C(F)(F)F)n(C)c2=O)cc1
 : -1% | 5 | 9% | 0% | -5 | -7 | -7% | 2% | 0.6
Cc1ccc(C(=O)N/C(=C/c2ccc(N(C)C)cc2)C(=O)NCC2CCCO2)cc1 (centres undefined)
 : 9% | 9 | 18% | -9% | 35* | -8 | -7% | -1% | 1.2
CCOC(=O)/C(C)=C1\NC(C)(C)Cc2ccccc21
 : -3% | -1 | 7% | 25% | 1 | -66* | 73%[activator] | -3% | -0.2
COc1cccc(C(c2sc3ncnn3c2O)N2CC(C)OC(C)C2)c1 (centres undefined)
 : 3% | -19 | 14% | 0% | 0 | 0 | -6% | 3% | -2.6
COc1ccccc1C1=NNC(=NCc2ccccc2)SC1
 : 0% | -24 | -3% | -6% | -4 | -16 | -10% | 4% | 1.6
CCN1CCN(Cc2oc(CO)cc(=O)c2O)CC1
 : -18% | 9 | 3% | 10% | -6 | 3 | -6% | 1% | -1.8
